PLAP activator: activators of human placental alkaline phosphatase. P05187. AID 696. activation fold at 20 µM. purified PLAP enzyme, luminescent substrate read-out; stronger effect = higher value. 96,000 tested, 1.2% active; in the data active means activation fold above about 2
Target sequence (P05187 whole entry, looked up): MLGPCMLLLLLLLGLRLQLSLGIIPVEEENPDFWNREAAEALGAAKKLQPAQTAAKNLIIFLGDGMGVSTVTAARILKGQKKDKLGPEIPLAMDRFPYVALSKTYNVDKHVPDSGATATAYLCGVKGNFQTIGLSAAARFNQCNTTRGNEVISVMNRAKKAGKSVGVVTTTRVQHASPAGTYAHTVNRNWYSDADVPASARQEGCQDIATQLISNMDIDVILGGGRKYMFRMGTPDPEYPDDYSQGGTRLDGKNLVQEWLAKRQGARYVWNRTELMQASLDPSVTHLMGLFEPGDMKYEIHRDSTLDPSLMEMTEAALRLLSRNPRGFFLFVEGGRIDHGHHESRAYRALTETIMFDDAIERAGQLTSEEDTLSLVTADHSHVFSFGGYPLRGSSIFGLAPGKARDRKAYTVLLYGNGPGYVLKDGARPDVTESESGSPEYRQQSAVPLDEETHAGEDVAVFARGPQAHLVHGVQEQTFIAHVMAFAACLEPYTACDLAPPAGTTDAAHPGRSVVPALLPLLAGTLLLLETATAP
Ecoli WT expand: growth inhibitors of E. coli BW25113 wild type. OD600 absorbance. 98,000 tested, 0.15% active. AID 710. growth inhibition, % at 100 µM;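 active means growth inhibition above about 50% at one test dose, limit read from the data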;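 further: growth measured after 20 h incubation at 37 °C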
PTK2B oligo ant: Pyk2 (human) oligomerization antagonism; 99,000 tested, 0.83% active; z-score (the deposit names both 25 µM and 10 µM); AID 1347419; Q14289; Q293 cells, Pyk2 FERM NanoBiT luminescence; stronger effect = lower value;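 active means Z-score of -3 or lower, scaled per plate to the spread of control and sample wells; inactive means z-score above -3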;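 further: negative z-score means lost luminescence so less FERM oligomerization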
CYP2C9 inh: blocks human cytochrome P450 2C9; P11712; CYP2C9 Supersomes, luciferin-H conversion, luminescence; inhibition, % at 5 µM; 96,000 tested, 20% active;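 active means blocking of liver enzyme CYP2C9 beyond about 50% at 5 µM, limit read from the data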; further: values of inactives mirror those of a sister screen read the other way
Target sequence (P11712 whole entry, looked up): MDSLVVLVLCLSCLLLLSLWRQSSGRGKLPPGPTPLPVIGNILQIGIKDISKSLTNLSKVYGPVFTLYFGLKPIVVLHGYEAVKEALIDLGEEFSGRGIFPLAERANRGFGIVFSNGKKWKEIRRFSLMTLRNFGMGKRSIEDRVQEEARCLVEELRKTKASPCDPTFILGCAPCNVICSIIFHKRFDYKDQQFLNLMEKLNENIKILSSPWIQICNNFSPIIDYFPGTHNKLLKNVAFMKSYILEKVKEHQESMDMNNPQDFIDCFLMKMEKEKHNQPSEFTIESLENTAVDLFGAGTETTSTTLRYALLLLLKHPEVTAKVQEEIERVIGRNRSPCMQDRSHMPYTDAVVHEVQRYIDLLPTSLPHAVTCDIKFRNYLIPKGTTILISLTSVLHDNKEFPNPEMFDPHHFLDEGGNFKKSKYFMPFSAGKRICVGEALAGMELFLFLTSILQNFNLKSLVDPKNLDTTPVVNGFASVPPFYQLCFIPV
CYP2C19 inhib: inhibitors of human CYP2C19; P33261; CYP2C19 Supersomes, luciferin-H EGE luminescence, 30 min; inhibition, % at 5 µM; 96,000 tested, 21% active;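 active means CYP2C19 inhibition above a set limit at 5 µM in the primary screen, cut at about 50% in these data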;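 further: plate controls were negative control wells for no effect and 2.5 mM tranylcypromine positive control for full effect; values of inactives mirror those of a sister screen read the other way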
CYP2C19 act: cytochrome P450 2C19 (human) activation; P33261; recombinant CYP2C19, luciferin-H EGE luminescence; stronger effect = higher value; 0 = fully inhibited enzyme, 1 = untreated enzyme; activation factor at 5 µM; 96,000 tested, under 10 active; AID 1025;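 active means activation factor of at least 2 at 5 µM in the primary screen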;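 further: 0 = wells with 2.5 mM tranylcypromine and 1 = vehicle-only wells; values of inactives mirror those of a sister screen read the other way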
PostGolgi yeast: growth inhibition of a yeast mutant, post-Golgi transport screen; post-Golgi transport phenotypic cell assay; inhibition, % at 10 µM; AID 739; 98,000 tested, 0.9% active; in the data active means inhibition above about 30%;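 further: yeast cells grown in 1536-well plates; yeast grown about 18 h at 30C before absorbance read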
CYP2C9 act: increases human cytochrome P450 2C9 activity; P11712; recombinant CYP2C9, luciferin-H conversion, luminescence; stronger effect = higher value; factor 1 = untreated enzyme, 0 = blocked; activation factor at 5 µM; 96,000 tested, 1.4% active; AID 1024;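 active means activation factor of 2 or more for CYP2C9 at a 5 µM dose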;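 further: 0 = sulfaphenazole-blocked wells and 1 = vehicle-only wells; values of inactives mirror those of a sister screen read the other way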
EphB4 antag: EphB4-ephrin-B2 interaction antagonism; inhibition, % at 7 µM; EphB4 LBD / TNYL-RAW-Alexa532 peptide, fluorescence polarization; AID 720; 97,000 tested, 0.15% active; P54760;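 active means inhibition above the screen-wide mean inhibition plus 3 SD, cut at about 15% in these data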;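 further: 0% = DMSO wells and 100% = excess unlabeled TNYL-RAW peptide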
Starred values were filed as active, the others as inactive; nt = no result given. This is a random part of the collection, and some 31% of all compounds hit somewhere here.

SMILES	PLAP activator	Ecoli WT expand	PTK2B oligo ant	CYP2C9 inh	CYP2C19 inhib	CYP2C19 act	PostGolgi yeast	CYP2C9 act	EphB4 antag
c1ccc(COc2ccc(CNCc3cccs3)cc2)cc1	0.9	21	1.9	21	54*	0.5	5	0.8	-2
COc1ccc(CNC(=O)C2CC(c3ccc(OC)cc3)=NO2)cc1 (stereo not drawn)	1	-5	1.6	-56	-12	1.1	3	1.6	-5
COc1ccc(S(=O)(=O)NCc2ccc(C(=O)N(C)Cc3ccco3)cc2)cc1	1	-13	0.99	63*	29	0.7	3	0.4	-6
Cc1ccc(C(=O)Oc2ccc(Cl)c3cccnc23)cc1[N+](=O)[O-]	1.2	22	1.1	0	3	1	-4	1	-3
CCCCCn1c(CN2CCN(Cc3ccccc3)CC2)nc2c1c(=O)n(C)c(=O)n2C	nt	5	1	nt	nt	nt	2	nt	-6
O=C(c1ccc(F)cc1)c1c[nH]c(C(=O)NCc2cccnc2)c1	0.9	-8	0.68	46	65*	0.3	12	0.5	-6
CCOC(=O)N1CCC2(CC1)C(C(=O)C13CC4CC(CC(C4)C1)C3)C2(C#N)C#N (stereo not drawn)	1.1	-3	-0.63	52*	67*	0.3	-2	0.5	-4
Cc1ccc2cc(CCNC(=O)C(C)(C)C)c(=O)[nH]c2c1	1.4	-6	nt	-13	-9	1.1	-16	1.1	nt
Cc1cc(=O)oc(C)c1C(=O)N1CCN(C)CC1	0.9	4	0.2	-8	-13	1.1	-6	1.1	1
Cc1nc2c(C(=O)NCc3ccccc3)c[nH]n2c(=O)c1Cl	1.3	1	0.28	53*	-10	1.1	1	0.5	-4
Cc1cc(CC(C)C)n(-c2nc3ccccc3c(=O)n2OCC(N)=O)n1	1.5	1	-1.3	21	42	0.6	18	0.8	-1
O=C(NCCCc1ccccc1)c1cccs1	0.8	4	-0.08	47	49	0.5	0	0.5	-1
CCc1ccc(/C=C2/SC(=S)N(CC(=O)Nc3nc4ccccc4s3)C2=O)cc1	0.7	-7	0.09	53*	15	0.9	5	0.5	-6
C=CCNc1oc(Cc2cccc3ccccc23)nc1C#N	0.7	-3	nt	65*	100*	0	-15	0.4	2
CCOC(=O)N1CCN(c2c(NCCCN(CC)Cc3ccccc3)c(=O)c2=O)CC1	1.3	-10	0.77	-17	-12	1.1	-5	1.2	-3
Cc1ccc(C(=O)N/N=C\c2ccc(Br)o2)o1	1.1	6	1.4	-11	8	0.9	2	1.1	1
CC(=O)c1ccc(OCCCN2CCCCC2)cc1	1.2	-2	0.21	69*	66*	0.3	16	0.3	-1
CCn1c(C)cc2c(c1=O)C(c1ccncc1)C(C#N)=C(N)O2 (stereo not drawn)	0.9	7	-0.19	43	31	0.7	2	0.6	nt
Cc1ccc(C)c(NC(=O)C2C3CCCC2C3c2ccccc2)c1 (stereo not drawn)	0.8	4	-0.13	12	15	0.9	1	0.9	-8
O=C(OCCN1CCCCC1)c1ccc(O)cc1	1.2	-3	1.3	3	-15	1.2	-4	1	-5

Three of the entries above in order of the EphB4 antag value, largest number first:
SMILES | PLAP activator | PTK2B oligo ant | CYP2C9 inh | CYP2C19 inhib | CYP2C19 act | CYP2C9 act | EphB4 antag
C=CCNc1oc(Cc2cccc3ccccc23)nc1C#N | 0.7 | nt | 65* | 100* | 0 | 0.4 | 2
c1ccc(COc2ccc(CNCc3cccs3)cc2)cc1 | 0.9 | 1.9 | 21 | 54* | 0.5 | 0.8 | -2
COc1ccc(CNC(=O)C2CC(c3ccc(OC)cc3)=NO2)cc1 (stereo not drawn) | 1 | 1.6 | -56 | -12 | 1.1 | 1.6 | -5

The list goes on:
SMILES	PLAP activator	Ecoli WT expand	PTK2B oligo ant	CYP2C9 inh	CYP2C19 inhib	CYP2C19 act	PostGolgi yeast	CYP2C9 act	EphB4 antag
CCOC(=O)c1c(NC(=O)OC)sc(C(=O)N(C)C)c1C	1.3	-3	0.56	54*	24	0.8	21	0.5	4
CC(NC(=O)c1ccco1)C1COc2ccccc2O1 (stereo not drawn)	0.9	-3	0.57	10	28	0.7	-8	0.9	-2
O=C(COc1cnc2ccccc2n1)NCCC1=CCCCC1	1.1	-2	-0.29	28	55*	0.5	-11	0.7	3
CCOC(=O)C(Cc1ccccc1)NS(=O)(=O)c1ccc(NC(C)=O)cc1 (stereo not drawn)	1.1	1	1.4	3	67*	0.3	0	1	8
COC(=O)CSCC(=O)Nc1cc2c(cc1C(C)=O)OCO2	0.7	-2	1.5	2	11	0.9	4	1	-3
O=C(CSc1nnc(Cc2cccs2)n1Cc1ccco1)Nc1ccc(Cl)cc1Cl	1.3	-24	-0.33	62*	50	0.5	0	0.4	-1
O=C(Cn1c(=O)c2c(ncn2Cc2ccccc2)n(Cc2ccccc2)c1=O)NC1CC1	0.9	1	1.1	3	18	0.8	19	1	-11
O=C1C(Cl)=C(NCC2CCCO2)C(=O)N1c1ccccc1 (stereo not drawn)	1	-1	0.16	8	32	0.7	4	0.9	-2
CC(=O)c1ccc(S(=O)(=O)N2CCCC2)cc1	1	10	-0.21	60*	17	0.8	-3	0.4	-6
CC(C)(C)c1cc(NC(=O)c2cc(F)c(F)c(F)c2F)no1	0.8	0	-0.41	-10	-12	1.1	-7	1.1	nt
COc1ccc(N(C(=O)c2ccccc2OC(C)=O)C(C)C2CC2)cc1 (stereo not drawn)	1.3	5	-1	32	44	0.6	-2	0.7	-2
COc1ccc(OC)c(NC(=O)c2sc3nc(Cc4ccccc4)cc(C(F)(F)F)c3c2N)c1	1.1	-17	1.1	12	3	1	0	0.9	1
CC1Oc2ccccc2C=C1C1/C(=C(/O)c2ccccc2)C(=O)C(=O)N1CCCN(C)C (stereo not drawn)	1.3	-6	-0.1	5	6	0.9	2	0.9	5
CC(C)CCOc1ccc(C2(C)NC(=O)N(CN3CCOCC3)C2=O)cc1 (stereo not drawn)	0.9	-4	0.33	41	-2	1	-4	0.6	nt
COc1ccc(-c2nc(C#N)c(N3CCC(C(N)=O)CC3)o2)cc1OC	0.9	3	-0.2	-19	-8	1.1	7	1.2	9
CC(=O)Nc1cc(C(=O)N2CCOCC2)ccc1S(=O)(=O)c1ccc(C)cc1	0.9	-1	-0.07	-12	0	1	-12	1.1	-1
CCOc1cccc(NC(=O)C2CCCN(S(=O)(=O)c3ccc(OC)cc3)C2)c1 (stereo not drawn)	1.4	-14	-0.31	21	48	0.5	-6	0.8	nt
CC(=N\Nc1ccc(Cl)cc1)/C(=N/O)C(=O)Nc1ccccc1	1	9	-0.19	9	16	0.8	0	0.9	7
Cc1nc2ccc(F)cc2cc1C(=O)NCc1ccco1	0.9	-1	-0.38	-2	25	0.8	2	1	9
CCCCCCNCCn1cnc2c(N)ncnc21	0.9	-2	0.45	-1	-9	1.1	0	1	5
O=S(=O)(Nc1ccc(O)c(CN2CCCCC2)c1)c1ccccc1	1.2	1	-0.55	24	40	0.6	-7	0.8	8
CCn1c(=O)cc(SCC(=O)Nc2cccc(SC)c2)c2ccccc21	0.9	-1	-1.8	-39	9	0.9	10	1.4	-1
COC(=O)C1=C(C)NC(=O)NC1c1ccc(OCC(=O)N2CCCCC2)cc1 (stereo not drawn)	1.1	-1	-0.76	11	-9	1.1	-5	0.9	-12
O=C(c1ccccc1S(=O)(=O)NCc1ccccc1)N1CCCC1	1	-2	nt	66*	90*	0.1	-3	0.3	nt
CCCCCCC(=O)Nc1nc(C)c(-c2csc(Nc3cc(OC)ccc3OC)n2)s1	0.9	-6	nt	38	-4	1	-2	0.6	0
CCOC(=O)C(Cc1ccccc1)NC(C)=O (stereo not drawn)	0.9	0	-0.61	-3	7	0.9	-3	1	-5
Cc1c(C(=O)NCc2ccccn2)sc2nc(-c3ccc(F)cc3)cn12	0.8	-8	0.81	63*	-2	1	-5	0.4	1
Cc1nn(C(C)(C)C)c(OC(=O)c2ccc(Br)o2)c1Sc1ccccc1	1.4	-13	-0.31	12	74*	0.3	-4	0.9	0
COC(=O)[C@H](CCSC)NC(=O)Nc1ccc(OC)cc1OC	0.8	-3	1.1	-24	15	0.9	4	1.2	5
CCOC(=O)C(NC(=O)c1ccccc1)=C(C)C	0.8	-7	0.13	8	0	1	-7	0.9	-4
O=C(CSc1nnc(-c2ccccc2)o1)n1c2c(c3ccccc31)CCCC2	0.9	-11	nt	-19	21	0.8	0	1.2	9
Nc1c(S(=O)(=O)c2cccs2)c2nc3ccccc3nc2n1CCc1ccccc1	1	-4	nt	58*	58*	0.4	11	0.4	-8
O=C(OC(C(=O)NCc1cccs1)c1ccccn1)c1cccs1 (stereo not drawn)	1	5	-0.06	23	59*	0.4	-4	0.8	0
CN(C)C(=O)CNC(=O)C1CCCCC1	0.8	-12	0.15	1	-3	1	0	1	3
CCNC(=O)N1c2ccc(OC)cc2C(C)=CC1(C)C	1.3	4	-0.8	36	42	0.6	5	0.6	2
NC(=O)COc1ccccc1/C=C1/SC(=O)N(CC(=O)N2CCc3ccccc3C2)C1=O	1.3	-2	-1.1	48	26	0.7	-12	0.5	-8
CCOC(=O)Nc1nc(C)c(C(=O)N(C)C)s1	0.8	-3	-0.14	-10	-10	1.1	2	1.1	1
CCN(CC(=O)NC)S(=O)(=O)c1ccc(Br)cc1	1.1	1	-0.41	-26	52*	0.5	-5	1.3	-2
C=CCn1c(SCC(=O)Nc2c(C)nn(Cc3ccccc3)c2C)nnc1C(O)c1ccccc1 (stereo not drawn)	1.3	-2	0.53	18	12	0.9	-4	0.8	-5
Cc1nn(CCCNC(=O)C2CCCO2)cc1Br (stereo not drawn)	1.3	5	0.6	-10	22	0.8	0	1.1	-5
COc1cc2cc(C)nc(Cc3cccc4ccccc34)c2cc1OC	1	-2	nt	29	36	0.6	4	0.7	1
CCOC(=O)c1ccc(NC(=O)Nc2ccc3c4c(cccc24)C(=O)N3CC)cc1	1	5	-1.3	-4	3	1	-3	1	-6
CCN(CC)c1nc(-c2ccccc2)cc(C(F)(F)F)c1C#N	0.9	-3	-0.25	90*	11	0.9	14	0.1	3
N#Cc1ccc(/C=N/N=C(N)N)cc1	1.5	7	-0.59	18	5	1	-13	0.8	-3
Cc1cc(C)c(O)c(-c2cc(C(=O)NCc3ccccc3)[nH]n2)c1	1.1	-2	-1.9	29	2	1	-16	0.7	3
CC1CCCCN1C(=O)c1ccc(C(=O)N2CCCCC2C)cc1 (stereo not drawn)	1.3	3	0.16	8	3	1	-1	0.9	-1
COc1ccc(NC(=O)CN(c2cc(C)cc(C)c2)S(=O)(=O)c2c(C)n[nH]c2C)cc1	1.9	-3	nt	69*	14	0.9	-13	0.3	-4
Cc1cccc2cc(COC(=O)C3CCCO3)c(=O)[nH]c12 (stereo not drawn)	1.2	1	1.2	-6	-11	1.1	-2	1.1	-10
O=C(NCCC1=CCCCC1)c1ccc(CN2CCOCC2)cc1	nt	8	0.18	nt	nt	nt	15	nt	-6
COc1cc(NC(=O)CCN2CCN(c3ccccc3F)CC2)cc(OC)c1	1.4	-17	0.48	63*	34	0.7	-1	0.4	nt
Fc1ccc(-c2nnc(SCc3ncc(-c4ccccc4)o3)n2CC2CCCO2)cc1 (stereo not drawn)	1.1	2	-0.77	-11	11	0.9	2	1.1	-2
COc1ccc(-c2csc(N3CCC(c4ccccc4)C3)n2)cc1 (stereo not drawn)	0.9	-10	1.4	12	5	1	17	0.9	-4
O=C(C1CCCN(S(=O)(=O)c2cccnc2)C1)N1CCn2c1nc1ccccc12 (stereo not drawn)	1.5	-2	nt	6	-4	1	0	0.9	0
CCCN1C(=O)C(NC(C)=O)c2cc(OC)ccc21 (stereo not drawn)	1.1	2	-0.77	-5	-13	1.1	4	1.1	-5
Nc1ccc(C23CC4CC(CC(CO)(C4)C2)C3)cc1	1.1	4	-0.57	20	71*	0.3	7	0.8	-3

Compound activity from PubChem BioAssay.
